Screening results deposited in PubChem BioAssay by several laboratories.
iPSC survival up: enhancers of single-cell hiPSC survival, primary screen, ATPlite luminescence; survival enhancement, % at 20 µM; hit rate 0.044% among 360,000; 100% = ROCK inhibitor wells, 0% = DMSO; AID 602274, 2012; in the data active = survival enhancement above about 18%;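 also: cells exposed to compounds for 16 hours before the ATP read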
aDG glyco act: activators of alpha-DG glycosylation, primary screen, uHTS, Pro5-aDG cells, AlphaScreen | activation, % at 10 µM | AID 624168, 2012 | alpha-DG glycosylation AlphaScreen (IIH6); 0% Pro5, 100% B10-LARGE cell signal | hit rate 0.22% among 360,000;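 active = activation of at least 8% versus controls, or a plate z-score of at least 8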;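 also: Pro5 are CHO cells carrying HIG-tagged alpha-DG that lacks glycosylation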
Shn3 inh set2: reduction of Shn3 3'UTR firefly luciferase signal, primary screen, Schnurri-3 inhibitor project, cell-based, Clone20 osteoblasts, set 2. hit rate 0.52% among 360,000. AID 588674, 2011. inhibition, % at 12.5 µM. Clone20 osteoblast Shn3 3'UTR firefly luciferase, 24 h;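 active = mean inhibition of at least 75% with every replicate also reaching 75%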;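 also: 0% = median of neutral control wells and 100% = pilot-screen positive control compound; some compounds past the cut are filed as inactive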
KKLEB tox: cytotoxicity in KKLEB CF airway cells, primary screen, cytotoxicity control for CF NF-kB inhibitor project, cell-based, uHTS, fluorescence assay plates; KKLEB CF airway cells viability, ATPlite luminescence, overnight; hits give low values; cells stimulated with P. aeruginosa culture filtrate; activity change (cytotoxicity), % at 5 µM; hit rate 0.36% among 360,000; AID 602141, 2011;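 active = corrected activity change at or below -50% at 5 µM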
NR2E3 ag-1: NR2E3 agonists in two-hybrid cells, primary screen, cell-based, luminescence, CHO-S, Gal4-NCOR/VP16-NR2E3; Photoreceptor-specific nuclear receptor (Homo sapiens), Q9Y5X4; luciferase; inhibition of corepressor binding, % at 3.98 µM; hit rate 0.35% among 360,000; AID 602229, 2012;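 active = inhibition above the mean of all tested compounds plus 3 SD, cut at about 70% in these data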;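 also: 0% = DMSO with NR2E3 transfected cells and 100% = cells lacking NR2E3 construct; higher means lower luciferase signal from less NR2E3 corepressor binding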
Target sequence (Q9Y5X4 whole entry, looked up, the tested form may be a part): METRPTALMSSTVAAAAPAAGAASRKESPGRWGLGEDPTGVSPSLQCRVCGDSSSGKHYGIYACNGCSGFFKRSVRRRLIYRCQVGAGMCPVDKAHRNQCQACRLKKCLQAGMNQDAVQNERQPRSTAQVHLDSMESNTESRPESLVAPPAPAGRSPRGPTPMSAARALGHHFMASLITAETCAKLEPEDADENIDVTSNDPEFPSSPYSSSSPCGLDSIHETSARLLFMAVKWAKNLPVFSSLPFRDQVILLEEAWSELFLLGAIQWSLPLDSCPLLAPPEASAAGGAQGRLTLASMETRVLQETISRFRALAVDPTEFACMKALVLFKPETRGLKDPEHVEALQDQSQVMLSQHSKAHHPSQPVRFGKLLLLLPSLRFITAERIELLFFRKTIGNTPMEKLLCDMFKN
TWEAK-Fn14 inh: inhibitors of TWEAK-Fn14 signaling, primary screen, luciferase reporter cells, uHTS; TWEAK-stimulated Fn14 reporter cells, luciferase luminescence, 8 h; inhibition, % at 10 µM; hit rate 2% among 360,000; AID 1159606, 2016; in the data active = inhibition above about 50%
MITF TRPM1 inh: inhibitors of MITF-dependent TRPM1 promoter reporter, primary screen, cell-based, SK-MEL-5, single point, luciferase; inhibition, % at 12.5 µM; SK-MEL-5 TRPM1 promoter luciferase, 24 h; hit rate 0.83% among 330,000;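 active = mean inhibition across replicates of 60% or more, whatever share of single replicates reaches that level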; also: values of inactives mirror those of a sister screen read the other way
Peg3 prom inh: Peg3 promoter-driven luciferase inhibitors, primary screen, cell-based, HeLa, luciferase luminescence. HeLa PEG-Prom luciferase reporter, overnight. inhibition, % at 20 µM. hit rate 1.7% among 360,000;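 active = inhibition of at least 50% at 20 µM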
CF NFkB block: inhibitors of PAF-induced NF-kB signaling, primary screen, cell-based, GFP fluorescence, uHTS. inhibition, % at 5 µM. KKLEB NF-kB-GFP reporter, GFP fluorescence overnight. AID 588850, 2011. hit rate 0.86% among 360,000;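 active = at least 50% inhibition at 5 µM, scaled per plate between neutral and stimulator controls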;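 also: PAF is a Pseudomonas aeruginosa culture filtrate used as stimulus; plate controls were PAF-stimulated DMSO wells for no effect and unstimulated DMSO wells for full effect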
NR2E3 ag-2: inhibitors of NR2E3-RetCOR corepressor binding, primary screen, NR2E3 agonist project, biochemical, TR-FRET, GST-NR2E3, biotin-RetCOR | 1536-well | inhibition of corepressor binding, % at 4.78 µM | hit rate 0.12% among 320,000 | AID 2300, 2010;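 active = percent inhibition above the cutoff of mean plus 3 SD of all tested compounds, set per screening campaign, cut at about 20% in these data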;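 also: 0% = DMSO wells and 100% = biotin wells as full block of FRET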
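Format: 1536-well format; test system: GST-NR2E3 and biotin-RetCOR proteins; read-out basis: percent inhibition of TR-FRET ratio; timing: 5 h incubation at 4 °C; detection: time-resolved FRET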
HIF-2a inh: HIF-2a reporter inhibitors, primary screen, luminescence, 786-0 RCC cells; 786-0 RCC cells HIF-2a reporter, luciferase luminescence, overnight; hit rate 0.72% among 360,000; inhibition, % at 18.8 µM;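 active = inhibition of the luminescence signal of 40% or more relative to plate controls, in a single-dose primary screen at 18.75 µM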
* hit, by the source's call; . = not tested or not shown.

SMILES | iPSC survival up | aDG glyco act | Shn3 inh set2 | KKLEB tox | NR2E3 ag-1 | TWEAK-Fn14 inh | MITF TRPM1 inh | Peg3 prom inh | CF NFkB block | NR2E3 ag-2 | HIF-2a inh
O=C(/C=C/c1ccc([N+](=O)[O-])cc1)NCc1ccco1 | 2.7 | 0.1 | -24 | 7 | -44 | 8 | -26 | -68 | -2 | 0 | -75
COc1ccc(-c2nc(-c3ccc(C(=O)O)cc3)no2)cc1 | -1.7 | -0.1 | -59 | -4 | -161 | 43 | 15 | 14 | 4 | 4 | 4
Cn1cnnc1SCC(=O)Nc1ccccc1F | 0.5 | -0.2 | 3 | 0 | -10 | 8 | 8 | 6 | -2 | -1 | 14
Cc1cc(C(F)F)n2nc(C(=O)Nc3ccc(S(=O)(=O)N4CCCCCC4)cc3)nc2n1 | 0.8 | 0.0 | . | -8 | -12 | 1 | -6 | 4 | -5 | 2 | 14
COC(=O)[C@]1(Cc2ccccc2)N[C@H](CN(C)C(=O)Nc2ccc(F)cc2)[C@@H]2C(=O)N(C)C(=O)[C@@H]21 | 1.5 | -0.2 | -12 | -8 | 4 | 4 | -5 | -13 | 0 | . | 10
CN1C(=S)SC(/[N+]([O-])=C/c2cccnc2)C1(C)C (centres undefined) | 2.1 | 0.0 | 3 | 0 | -25 | -2 | 10 | 12 | 0 | 1 | 11
Cc1cc(C)c2ccc(N)nc2c1O | -1.9 | -0.6 | 75 | -3 | 29 | 69* | 74* | 70* | -28 | 2 | 9
O=c1c2c([N+](=O)[O-])cc([N+](=O)[O-])cc2sn1-c1ccc(Br)cc1 | -0.3 | -0.4 | -1 | 18 | -35 | 3 | 4 | 0 | 13 | -1 | -5
S=c1[nH]nc(Cn2c(-c3ccccn3)nc3ccccc32)n1-c1ccc2c(c1)OCCO2 | -0.1 | 1.8 | -23 | 17 | -45 | -3 | 2 | -94 | -6 | 1 | -166
CN1CCN(c2ccc(S(=O)(=O)N3CCCCC3)cc2[N+](=O)[O-])CC1 | 0.0 | 0.0 | 11 | 10 | 0 | -11 | 6 | 15 | -9 | -3 | 4
O=C(N/N=C/c1ccc2c(c1)OCO2)c1ccccn1 | -5.0 | -0.1 | -2 | -23 | -96 | 76* | 3 | -13 | 2 | 1 | -9
COc1cc(C(=O)Nc2ccc(N(C)C)cc2)c([N+](=O)[O-])cc1OC | 0.8 | -0.2 | -51 | -6 | -96 | -18 | -2 | -254 | 0 | -2 | -133

Brought forward from above: three entries, then new ones.
SMILES | iPSC survival up | aDG glyco act | Shn3 inh set2 | KKLEB tox | NR2E3 ag-1 | TWEAK-Fn14 inh | MITF TRPM1 inh | Peg3 prom inh | CF NFkB block | NR2E3 ag-2 | HIF-2a inh
CN1CCN(c2ccc(S(=O)(=O)N3CCCCC3)cc2[N+](=O)[O-])CC1 | 0.0 | 0.0 | 11 | 10 | 0 | -11 | 6 | 15 | -9 | -3 | 4
O=C(N/N=C/c1ccc2c(c1)OCO2)c1ccccn1 | -5.0 | -0.1 | -2 | -23 | -96 | 76* | 3 | -13 | 2 | 1 | -9
COc1cc(C(=O)Nc2ccc(N(C)C)cc2)c([N+](=O)[O-])cc1OC | 0.8 | -0.2 | -51 | -6 | -96 | -18 | -2 | -254 | 0 | -2 | -133
Cc1cc2nc(-c3ccc(SCC(=O)Nc4ccc(S(=O)(=O)NC5CC5)cc4)nc3)[nH]c2cc1C | -1.6 | 0.0 | -32 | -47 | -62 | 32 | -55 | -151 | -56 | -45 | -151
CC(C)Oc1ccc2ccccc2c1C=O | -0.3 | -0.2 | 2 | -8 | -17 | -4 | 0 | -8 | 0 | 3 | -9
COc1ccccc1CNC(=O)CN1C(=O)NC(C)(c2ccc(C(C)(C)C)cc2)C1=O (centres undefined) | -0.6 | 0.1 | -6 | -1 | 7 | -12 | 3 | 27 | 0 | 3 | 21
CNC(=O)c1ccccc1F | 1.4 | 0.0 | -1 | 8 | 15 | -3 | -2 | -4 | 2 | -2 | 10
O=C(NCC1CCCO1)c1nn2c(c1Cl)NC(c1ccc(F)cc1)CC2C(F)(F)F (centres undefined) | 0.8 | -0.1 | -7 | -3 | -24 | -16 | 14 | 9 | 12 | 1 | 10
CNC(=O)C1=NCCCc2cc(OC)c(OC)cc21 | -1.0 | 0.0 | -3 | -6 | -30 | 13 | 10 | -2 | 2 | 3 | 6
O=C(N/N=C/c1cc(Br)c(O)c(Br)c1)c1cccnc1 | -0.3 | 0.0 | 3 | -4 | -7 | -6 | 6 | 14 | 0 | -2 | 33
CC1CCCC(NC(=O)C2CCN(S(=O)(=O)c3cccc4nonc34)CC2)C1C (centres undefined) | -0.1 | 0.0 | 2 | 9 | -1 | 0 | -11 | 4 | -2 | 1 | -2
Cc1ccc2oc(=O)n(CC(=O)N3CCOCC3)c2c1 | -0.1 | -0.1 | 6 | -3 | 2 | 15 | -4 | 2 | -8 | 3 | 21
COC(=O)c1cc(Cl)ccc1NCC(N)c1ccccc1 (centres undefined) | -1.5 | 0.3 | 8 | -11 | 24 | -13 | . | 2 | 3 | . | -12
COC/C=C/C1=CC2=CC(=O)C(C)(OC(=O)c3cnc4ccccc4n3)C(=O)C2=CN1CC1CC1 (centres undefined) | -0.7 | 0.1 | -20 | -9 | -1 | -7 | -2 | 1 | -8 | 3 | 2
COC(=O)c1ccccc1NC(=O)C(C)n1nc(C)c2c(C)n(-c3ccccc3)nc2c1=O (centres undefined) | -0.4 | 0.1 | 9 | 26 | 17 | -8 | 23 | 24 | -8 | -2 | 20
Cc1ccc(NS(=O)(=O)c2cccc(C(=O)Nc3cc(C)on3)c2)cc1 | -0.1 | 0.6 | 32 | 7 | 3 | 36 | 30 | 14 | -6 | -3 | 18
CCCN1CCC(CCOc2ccccc2)(C(=O)OCC)CC1 | -0.4 | -0.1 | 11 | 6 | -3 | -21 | 2 | 11 | -11 | 4 | 13
COc1ccc(CCNC(=O)COc2ccc(S(=O)(=O)NCC(C)C)cc2Cl)cc1OC | -0.7 | 0.2 | 11 | -4 | -26 | -12 | 3 | 21 | -16 | 1 | 8
O=C(c1ccccc1-c1ncc[nH]1)N1CCc2c([nH]c3ccccc23)C1c1ccccn1 (centres undefined) | -0.2 | 0.0 | 12 | 16 | 1 | -2 | 8 | 14 | 2 | -1 | 21
CC(NCc1ccc(S(N)(=O)=O)cc1)C(=O)N1CCc2ccccc21 (centres undefined) | -0.2 | 0.0 | -12 | -2 | 0 | 4 | 23 | 10 | -10 | 1 | 9
COc1ccc(C(=O)Nc2ccc3cn[nH]c3c2)c(OC)c1 | 5.1 | 0.7 | 1 | -8 | 9 | -18 | 2 | -37 | 22 | 3 | -64
COc1ccc(N2CCN(S(=O)(=O)c3c(C)n(C)c(=O)n(C)c3=O)CC2)cc1 | -0.4 | -0.3 | -13 | 2 | -1 | 1 | 5 | 15 | -14 | -3 | 11
O=C(O)c1[nH]c2ccccc2c1C(c1cc(Cl)cc([N+](=O)[O-])c1O)c1c(C(=O)O)[nH]c2ccccc12 | 0.1 | -0.1 | -1 | 2 | 8 | 12 | 26 | 27 | -13 | 5 | 26
CCOC(=O)c1c(NC(=O)C2CC(Cl)=CCC2C(=O)O)sc2c1CC(C)(C)OC2 (centres undefined) | 0.3 | -0.6 | 4 | -6 | 6 | 0 | 3 | 5 | 2 | 5 | 14
O=[N+]([O-])c1ccc(S(=O)(=O)Nc2nc3ccccc3nc2Nc2ccccc2)cc1 | -1.1 | -0.4 | 22 | -3 | 3 | 11 | 5 | 21 | -9 | 4 | -18
CCC1CCCCN1C(=O)c1ccc(OC2CCN(Cc3ccccn3)CC2)cc1 (centres undefined) | -0.2 | -0.2 | 11 | 0 | -17 | -1 | -11 | 7 | -14 | -2 | -4
CN(C)CCCn1c2c(c(SCC(=O)Nc3cccc4ccccc34)nc1=O)CCCC2 | 0.0 | 0.0 | -11 | 6 | -42 | 3 | 7 | -1 | 11 | -2 | 11
Cc1ccc(NC(=O)CC2(CC(=O)O)CCCC2)cc1 | 1.0 | 0.0 | 0 | 1 | 8 | -4 | 7 | 4 | -6 | 1 | 18
COCCn1c(COC)nc2ccccc21 | -3.2 | -0.1 | 9 | 0 | 13 | -2 | 4 | 5 | 11 | 1 | 10
CC(C)(CSc1ccccn1)NS(=O)(=O)c1ccccc1 | 0.4 | 0.2 | 16 | 6 | 16 | 12 | -7 | -8 | 7 | 2 | 13
CCN(CC)S(=O)(=O)c1cccc(C(=O)Nc2ccc3c(c2)OCO3)c1 | 0.5 | 0.8 | -71 | -7 | -21 | -15 | -82 | -233 | -5 | -1 | -205
COC(=O)c1ccc(NC(=O)CN2CCN(c3ccc(Cl)cc3)CC2)cc1 | 0.8 | -0.1 | 9 | 2 | 8 | 7 | -8 | 4 | -12 | 0 | 21
COc1ccc(CNC(=O)Cc2cn(C)c3ccccc23)c(OC)c1 | -0.4 | 0.0 | -3 | 5 | -31 | 6 | -1 | -6 | -12 | -5 | -5
O=C(Nc1cccc(S(=O)(=O)N2CCCCC2)c1)c1c2c(nc3ccccc13)CCN(Cc1ccccc1)C2 | -1.3 | 0.1 | -12 | -4 | -16 | 7 | 4 | 29 | -22 | 1 | 8
Cc1nc2cc(C(=O)N3CCc4ccccc43)ccc2n1-c1ccc(F)c(F)c1 | -1.2 | 0.0 | -8 | 6 | -18 | 5 | 1 | 9 | 2 | -1 | 16
O=[N+]([O-])c1cnn(-c2nc(-c3ccco3)cc(C(F)(F)F)n2)c1 | -0.5 | 0.0 | 25 | 9 | -7 | 4 | -14 | -2 | -26 | -1 | 13
CC[C@H](C)C1OC(=O)[C@@H](C)[C@@H](CC)NC(=O)[C@H](C)N(C)C(=O)C(C)(C)C(=O)C(C)NC(=O)[C@H](Cc2ccc(OC)cc2)N(C)C(=O)[C@H](C(C)C)N(C)C(=O)CNC(=O)[C@H](CC(C)C)N(C)C(=O)CNC1=O (some centres undefined) | -5.1 | 0.1 | 70 | -94* | 81* | 12 | . | 92* | 96* | . | 34
CC(C)(C)OC(=O)C[C@@H]1C/C=C\C[C@@H](CC(=O)NCCO)C(=O)NC[C@@H](c2ccccc2)OC1=O | 2.6 | -0.2 | 3 | 7 | -48 | -11 | 0 | 3 | -24 | . | 13
